FEN1 inhibitor: blocks human flap endonuclease 1. P39748. Recombinant FEN1 flap cleavage, fluorescence, 15 min. Potency, µM (series often up to 114 µM), for inactives: at the highest dose activity change, negative = inhibition, hits mostly inhibitors. hit rate 0.35% among 390,000. AID 588795; further: nearly all actives have a fitted effect of over 65% in size
Target sequence (P39748 whole entry, looked up): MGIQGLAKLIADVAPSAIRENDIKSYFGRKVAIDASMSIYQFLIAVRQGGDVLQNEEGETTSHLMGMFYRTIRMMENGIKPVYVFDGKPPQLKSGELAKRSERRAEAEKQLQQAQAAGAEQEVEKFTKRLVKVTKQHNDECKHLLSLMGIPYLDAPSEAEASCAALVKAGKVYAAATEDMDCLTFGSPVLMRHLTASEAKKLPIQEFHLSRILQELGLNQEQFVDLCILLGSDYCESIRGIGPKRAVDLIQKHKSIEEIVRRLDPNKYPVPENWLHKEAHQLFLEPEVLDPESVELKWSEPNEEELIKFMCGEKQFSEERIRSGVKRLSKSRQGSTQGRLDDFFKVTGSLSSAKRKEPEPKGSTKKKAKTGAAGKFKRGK
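FEN1 at 10 nM, compound pretreatment for 15 min (room temperature), 50 nM final substrate to initiate; endpoint reads at 0 and 15 min; DMSO-only plates used as vehicle background.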
N370S GC: inhibits or activates N370S mutant glucocerebrosidase | P04062 | N370S GC spleen homogenate, 4MU-glucoside fluorescence | Potency, µM (titrated, usually from 59.4 µM), for the others: at the highest dose activity change, negative = inhibition, hits mostly inhibitors | hit rate 0.092% among 330,000 | AID 2101;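 further: 0% = full enzyme activity and -100% = no enzyme basal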
TDP1 block: inhibitors of human tyrosyl-DNA phosphodiesterase TDP1. Potency, µM (highest dose often 130 µM), for the others: top-dose activity change, negative = inhibition, hits mostly inhibitors. hit rate 0.28% among 350,000. AID 485290. recombinant TDP1, AlphaScreen DNA substrate cleavage. Q9NUW8; further: nearly all actives have a fitted effect of over 40% in size
Target sequence (Q9NUW8 whole entry, looked up): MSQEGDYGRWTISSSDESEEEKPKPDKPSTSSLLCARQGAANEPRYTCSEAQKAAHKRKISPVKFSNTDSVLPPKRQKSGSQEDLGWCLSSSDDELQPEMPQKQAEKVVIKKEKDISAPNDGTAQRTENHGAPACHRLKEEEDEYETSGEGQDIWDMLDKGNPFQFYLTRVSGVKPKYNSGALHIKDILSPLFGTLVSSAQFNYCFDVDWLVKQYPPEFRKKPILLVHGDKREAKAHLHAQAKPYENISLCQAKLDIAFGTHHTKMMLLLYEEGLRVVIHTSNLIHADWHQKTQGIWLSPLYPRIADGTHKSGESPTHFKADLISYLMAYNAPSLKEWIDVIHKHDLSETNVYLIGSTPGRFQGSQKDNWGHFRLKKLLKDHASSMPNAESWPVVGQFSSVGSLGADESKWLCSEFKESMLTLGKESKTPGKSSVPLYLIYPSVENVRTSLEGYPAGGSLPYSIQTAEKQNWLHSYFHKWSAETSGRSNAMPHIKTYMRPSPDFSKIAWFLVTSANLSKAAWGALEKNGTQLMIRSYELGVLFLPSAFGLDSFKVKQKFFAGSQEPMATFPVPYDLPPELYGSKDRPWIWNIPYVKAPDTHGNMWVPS
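Tdp1 1 nM final; 15 min RT w/ cpd; substrate 15 nM, 5 min; beads 10 ug/ml, 10 min; AlphaScreen read. Neg ctrl: no enzyme.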
Numbers without * were called inactive; ? = inconclusive; / = not tested or not shown; & = joins results of further samples; [ ] = dose if it differs, or a comment. The call rests on the fitted dose curve; in most records, active means well fitted curve in the direction sought with a large enough effect; inconclusive means small, poorly fitted or top-dose-only effect, or another doubt; inactive means no such curve, though single readings can be large; an effect the other way counts as inactive or inconclusive. Unless noted, on the % scale 0 is the no-effect control and ±100 the full control effect; potency means the concentration at half of the fitted maximal effect.

SMILES	FEN1 inhibitor	N370S GC	TDP1 block
CCOC(=O)c1ccccc1NC(=O)Cn1c(=O)n(Cc2ccc(C(=O)NCc3ccc4c(c3)OCO4)cc2)c(=O)c2ccccc21	-6%	/	4%
COc1ccc(C(=O)COC(=O)Cn2[nH]c(=O)c3ccccc3c2=O)c(OC)c1	1%	-3%	0%
CC(C)Oc1ccc(CNC(=O)c2ccc3nc(SCc4ccc(F)cc4)n(C)c3c2)cc1	-4%	/	1%
Cc1ccc(C2CC(=O)C=C(NCc3ccccc3)C2)cc1 (stereo unspecified)	11%	-13%	/
COC(=O)c1cc(Br)c(=O)n(CCc2ccccc2)c1	4%	-1%	7%
CCCCCC(=O)Nc1cccc(-c2nc3ncccc3o2)c1	-5%	8%	3%
Cc1ncc(CO)c(/C=N/NC(=S)Nc2ccc(Cl)c(Cl)c2)c1O	1%	?	2%
O=C(COC(=O)/C=C/c1cccc(Cl)c1)Nc1cccc(S(=O)(=O)NC2=NCCC2)c1	-22%	/	0%
O=C(C1CCCN1S(=O)(=O)c1ccc(Cl)c(Cl)c1)N1CCCCC1 (stereo unspecified)	-1%	-14%	1%
CCSc1nc(C)c(C(C)=O)cc1C#N	1%	2%	-3%

Continuation.
SMILES	FEN1 inhibitor	N370S GC	TDP1 block
O=C(NCc1ccc2c(c1)OCO2)c1ccc2c(c1)N(Cc1cccc(Cl)c1)C(=O)c1ccccc1S2=O (stereo unspecified)	-4%	/	2%
COc1ccc(CNC(=O)CCS(=O)(=O)c2ccc3c(c2)CC(C)N3C(=O)C2CC2)cc1 (stereo unspecified)	1%&16%	8%	0%&3%
CN(C)/C=C(/C(=O)c1ccc(Cl)cc1)n1cncn1	19%	-3%	-3%
O=C(CC12CC3CC(CC(C3)C1)C2)Nc1c(F)cccc1F	-2%	-2%	/
Cn1nccc1C(=O)Oc1cccc(/C=N/NC(=O)c2ccccc2O)c1	-10%	5%	-3%
O=C(O)CCn1c(=O)oc2cc(S(=O)(=O)N3CCCC3)ccc21	-5%	/	-3%
O=C(N/N=C/c1ccc(-c2ccccc2Cl)o1)c1ccccc1	8%	-11%	5%
NC(=O)C1=C[C@@H](c2csc3ccccc23)C[C@@H](OCCCCO)O1	-6%	6%	3%
CN(C(=O)CSc1nnc(-c2c[nH]c3ccccc23)n1C1CC1)C1CCS(=O)(=O)C1 (stereo unspecified)	-9%	/	1%
Cc1ccc(NC(=O)NC(C)c2c(-n3cccc3)sc(C)c2C)c(C)c1 (stereo unspecified)	-7%	/	4%

Next part
SMILES	FEN1 inhibitor	N370S GC	TDP1 block
O=C(Nc1ccccc1N1CCCCC1)c1cccc(Cl)c1	3%	-7%	/
c1cnn(-c2cc(N3CCOCC3)ncn2)c1	-2%	3%	-3%
COc1ccc(C(=O)OCCNC(=O)c2ccncc2)cc1OC	6%	8%	3%
N#CCc1nnc2n1-c1ccccc1CCC2	-4%	5%	-2%
O=C(COC(=O)CCc1c[nH]c2ccccc12)NCc1ccccc1	-6%	3%	0%
COc1ccccc1OC(C)C(=O)N1CCN(CCc2ccccn2)CC1 (stereo unspecified)	-1%	/	4%
CCS(=O)(=O)n1nc(-c2ccc(Cl)cc2)nc1N	-16%	6%	-3%
COc1ccc(C2=C/C(=C\c3cccc(OC(C)=O)c3)C(=O)O2)cc1	13%	2%	0%
CCN(CC)CCCN(C(=O)c1ccc(Br)cc1)c1nc(-c2ccc(OC)cc2)cs1	-13%	?	/
CCC(C)C(NC(=O)C(C)NC(=O)CNC(=O)OC(C)(C)C)C(N)=O (stereo unspecified)	14%	-3%	3%

Copied from above for reference:
SMILES	FEN1 inhibitor	N370S GC	TDP1 block
N#CCc1nnc2n1-c1ccccc1CCC2	-4%	5%	-2%
O=C(COC(=O)CCc1c[nH]c2ccccc12)NCc1ccccc1	-6%	3%	0%
COc1ccccc1OC(C)C(=O)N1CCN(CCc2ccccn2)CC1 (stereo unspecified)	-1%	/	4%
CCS(=O)(=O)n1nc(-c2ccc(Cl)cc2)nc1N	-16%	6%	-3%
COc1ccc(C2=C/C(=C\c3cccc(OC(C)=O)c3)C(=O)O2)cc1	13%	2%	0%
CCN(CC)CCCN(C(=O)c1ccc(Br)cc1)c1nc(-c2ccc(OC)cc2)cs1	-13%	?	/
CCC(C)C(NC(=O)C(C)NC(=O)CNC(=O)OC(C)(C)C)C(N)=O (stereo unspecified)	14%	-3%	3%

(listing goes on)
SMILES	FEN1 inhibitor	N370S GC	TDP1 block
Cc1ccc(C#CC2C=CC(Oc3ccc4c(c3)OCO4)C(CO)O2)c(C)c1 (stereo unspecified)	/	6%[12.8 µM]	5%[21 µM]
CCOc1ccc(C(=O)n2cc(C(=O)OC)c3ccccc32)cc1	3%	0%	4%
Clc1cccc(Cl)c1Cn1cnc2c(N3CCCCCC3)ncnc21	-17%	18%	4%
COc1ccc(/C=N\NC(=O)c2cc(OCC(F)(F)F)ccc2OCC(F)(F)F)cc1	6%	-1%	3%
Cc1cc(N2CCCC2)nc2ccc(NC(=S)NCCCOC(C)C)cc12	-6%	8%	0%
N/C(=N\OC(=O)COc1ccc(Br)cc1Cl)c1cccnc1	-4%	11%	1%
CCN(c1ccccc1)c1cc(C)nc2ncnn12	-3%	2%	5%
CSc1nc(-c2ccccc2)nc(SC)c1C(C)=O	-20%	12%	-3%
CCOC(=O)c1sc2nc(NC(=O)C(C)(C)C)sc2c1C	-10%	17%	-2%
Cc1ccc(-c2n[nH]c(=S)n2/N=C/c2ccc(C)s2)cc1	-17%	20%	4%

(cont.)
SMILES	FEN1 inhibitor	N370S GC	TDP1 block
CCn1cc(C(=O)N[C@@H](CCSC)C(=O)NC(C)(C)CO)c(=O)c2cc3c(cc21)OCO3	-12%	-24%	/
CCOc1ccc(NC(=O)CSc2nc(N3CCOCC3)nc(N3CCOCC3)n2)cc1	6%	-6%	3%
CC(C)(CO)NC(=O)C(Cc1ccccc1)N1C(=O)c2ccccc2C1=O (stereo unspecified)	-13%	1%	/
O=C(C1=COCCO1)N1CCN(c2nc3ccc([N+](=O)[O-])cc3s2)CC1	8%	2%	-6%
CCCNC(=O)Nc1ccc2c(c1)N(C)C(=O)c1ccccc1S2	-11%	0%	-2%
O=C(CC(=O)NC1CCCCC1)N/N=C/c1ccccc1[N+](=O)[O-]	0%	-4%	-7%
Clc1ncccc1-c1nc2ccccc2s1	-4%	-1%	-2%
CC(=O)c1ccc(N(C(=O)CNC(=O)c2ccco2)C(C(=O)NCC2CCCO2)c2ccccc2)cc1 (stereo unspecified)	-2%	7%	8%
Cc1cccc(C)c1NC(=O)CSc1nnc(Cc2ccccc2)o1	7%	1%	0%
COC(=O)c1ccccc1NC(=O)CCCn1c(=O)c2cccn2c2cccnc21	8%	/	5%

Next section.
SMILES	FEN1 inhibitor	N370S GC	TDP1 block
Cc1ccc(NC(=O)CN(C)C(=O)c2ccc3[nH]c4c(c3c2)CC(C)CC4)cc1 (stereo unspecified)	?	/	8%
O=C(O)C1CCN(C(=O)c2ccccc2N2C(=O)[C@@H]3Cc4c([nH]c5ccccc45)C(c4cccc(Cl)c4)N3C2=O)CC1 (stereo partly specified)	-2%	4%	/
O=C(Nc1ccccc1Cl)NC1(C(=O)NCCCN2CCOCC2)CCCCC1	-2%	1%	1%
CCOC(=O)C1CCN(S(=O)(=O)c2ccc(C(C)=O)cc2)CC1	0%	0%	0%
COc1ccc(/C=N/NC(=O)C2CCN(c3ncc(C(F)(F)F)cc3Cl)CC2)cc1	-5%	0%	1%
CC(=C\c1ccccc1)/C=C1/SC(=S)N(CCC(=O)Nc2ccccn2)C1=O	/	2%	11%
Cc1ccc(-n2c(Cc3ccccc3)nnc2SCC(=O)NNC(=O)Cc2ccccc2)cc1	-1%	12%	2%
C=CCNC(=S)N/N=C/c1ccccc1OCCOc1ccccc1	-2%	-13%	/
O=C(CCC(NC(=O)OCc1ccccc1)C(=O)OCc1ccccc1)NCC(=O)OCc1ccccc1 (stereo unspecified)	5%	2%	5%
Cc1ccc(OCCN2C(=O)c3ccccc3C2=O)cc1	1%	-8%	-6%

More structures follow.
SMILES	FEN1 inhibitor	N370S GC	TDP1 block
CCOc1ccc(C(=O)Nc2c(C(=O)N3CCN(c4ccccc4F)CC3)oc3ccccc23)cc1	14%	/	3%
O=C1NC(c2ccccc2)(C(F)(F)F)SC2=CCCCCN12 (stereo unspecified)	-5%	7%	3%
COCCC(=O)N1CCC(Oc2ccc(C(=O)NCCc3cn[nH]c3)cc2)CC1	18%	-2%	2%
O=C(c1ccco1)N1CCN(C2CC(=O)N(c3ccc4c(c3)OCO4)C2=O)CC1 (stereo unspecified)	2%	5%	0%
N#Cc1ccc(COC(=O)Cn2nnc(-c3ccccc3)n2)cc1	3%	10%	-9%[56.1 µM]
O=C(c1cccnc1)N1CCN(Cc2cccc(Br)c2)CC1	2%	-3%	-3%
CCC(C)c1ccc(-c2cc(C(=O)OCC(=O)Nc3cc(C)on3)c3ccccc3n2)cc1 (stereo unspecified)	0%	1%	6%
CCN1CCN(CCOc2ccccc2OCc2ccccc2)CC1	1%	2%	-8%
Cc1ccccc1-c1nnc(-c2ccc(Cl)cc2)o1	-8%	6%	-2%
Cc1ccc(C)c(S(=O)(=O)N2CCCCC2CCNC(=O)C(=O)NC2CC2)c1 (stereo unspecified)	0%	-3%	4%

(next part)
SMILES	FEN1 inhibitor	N370S GC	TDP1 block
CCOc1cc(C=C(C#N)C#N)ccc1Oc1ccc([N+](=O)[O-])cn1	3%	7%	-3%
CC(C)(C)NC(=O)CN(C(=O)CS(=O)CC(=O)Nc1ccc(F)cc1)c1ccc(F)c(Cl)c1 (stereo unspecified)	5%	-24%	2%
Cc1ccccc1CN1c2ccccc2-c2nc(SCC(=O)NCc3ccccc3)ncc2S1(=O)=O	20%	/	-8%
O=C(COCc1ccccc1)N[C@@H]1c2ccccc2CC[C@@H]1OCc1ccccc1	0%	/	-4%[56.1 µM]
CC(=O)O[C@H]1[C@H](C)OC=C[C@@H]1OC(C)=O	21%	-2%	/
COc1cccc2c1OC1(C)CC2NC(=O)N1c1cccc(C(=O)Nc2ccc3c(c2)OCCO3)c1 (stereo unspecified)	9%	5%	4%
CC(=O)N1CCN(CC(=O)Nc2ccccc2C(=O)Nc2ccccc2)CC1	-17%	/	0%
Cc1ccsc1C(=O)OCC(=O)N1C(C)CCCC1C (stereo unspecified)	-2%	/	0%
Cc1cc2oc(C(=O)N(Cc3ccccc3)C3CCS(=O)(=O)C3)cc(=O)c2cc1Cl (stereo unspecified)	-6%	13%	9%
O=C(Nc1ccc(F)cc1)C1CCN(c2nnnn2-c2ccccc2)CC1	2%	-29%	2%

Following part
SMILES	FEN1 inhibitor	N370S GC	TDP1 block
Cc1cc(NC(=O)CCCC(=O)N(CC(=O)NCCc2ccccc2)Cc2ccc(F)cc2)no1	0%	-17%[2.35 µM]	5%
NC(=O)c1c[nH]c2ccccc12	-11%	8%	2%
Cc1cccc(N2CCN(S(=O)(=O)c3ccc4c(c3)OCCO4)CC2)c1C	7%	-2%	5%
COc1cccc(NC(=O)CN2C(=O)NC(c3ccccc3)(c3ccccc3)C2=O)c1	-25%	4%	-21%
CC(C)(C)OC(=O)CC1(C#N)c2ccccc2C(Br)=CN1C(=O)c1ccccc1 (stereo unspecified)	-17%	2%	1%
O=C(Nc1ncc(Cc2ccccc2Cl)s1)c1ccc(-c2cccc([N+](=O)[O-])c2)o1	-5%	-5%	8%
Cn1c(SCc2ccc(Br)cc2)nc2c([nH]c3ccccc32)c1=O	17%	/	-5%
Cc1nc2c(-c3ccccc3)c(C)nn2c(C)c1CCC(=O)NCCc1ccccc1	-4%	/	0%
CS(=O)(=O)N1CCCC(c2nc(-c3ccc(S(=O)(=O)NCc4ccccc4)cc3)no2)C1 (stereo unspecified)	-1%	-3%	2%
CCOc1ccc(NC(=O)CNC(=O)c2ccc(OC)cc2)cc1	14%	17%	-6%

New compounds follow
SMILES	FEN1 inhibitor	N370S GC	TDP1 block
Cc1ccc(C)c(Nc2nc3c(S(=O)(=O)c4ccc(C(C)C)cc4)nnn3c3ccsc23)c1	-2%	/	3%
CCOC(=O)C1CCN(CC(=O)N2CCc3ccccc32)CC1	-11%	-3%	-4%
O=C(CCn1nc(-c2ccccc2)c2ccccc2c1=O)NCC1CCCO1 (stereo unspecified)	-7%	3%	-3%
O=[N+]([O-])c1cc2c(cc1/C=N/Nc1nc(N3CCCC3)nc(N3CCCC3)n1)OCO2	0%	2%	-5%
Cc1ccc(-c2cc(C(F)F)n3ncc(C(=O)Nc4c(C)nn(Cc5c(Cl)cccc5Cl)c4C)c3n2)cc1	7%	11%	3%
